dFosB activator: activators of delta FosB homodimer, primary screen, biochemical, fluorescence polarization, TAMRA-CDK5 oligo, single point; Protein FosB (Mus musculus), P13346; purified delta FosB; percent of positive-control signal above neutral wells; 340,000 tested, 0.99% active; activation, % at 25 µM;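 active = mean activation above about 17%, with every replicate also reaching it, limit read from the data, passing the limit was not always enough; inconclusive = only one of the two conditions met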;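 note: fluorescence polarization rise as delta FosB binds a TAMRA Cdk5 AP-1 oligo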
SR-BI DiI-HDL act: activators of SR-BI mediated DiI-HDL uptake, primary screen, ldlA[mSR-BI] CHO cells, DiI fluorescence; 3 h; 100 = double the neutral-control signal; activation, % at 12.5 µM; 320,000 tested, 0.096% active; AID 504775, 2011;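 active = mean replicate activation of at least 60% and every replicate at or above 60%; inconclusive = mean or all-replicate condition met, but not both; inactive = mean below 60% and not all replicates reaching 60%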;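 note: 0% = median plate neutral-control signal and 100% = twice that signal; values of inactives mirror those of a sister screen read the other way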
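system = CHO ldlA[mSR-BI] cells, LDL receptor-null, SR-BI overexpressing | medium = Ham's F12 with 0.5% BSA, HEPES 25 mM, pH 7.4 | probe or stimulus = DiI-HDL 10 µg/mL | compound dosing = single-point compound dose | incubation = compound exposure 3 h, 37 °C | technique = DiI fluorescence, bottom read | read-out = cell-associated DiI fluorescence as measure of HDL uptake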
Mot1-301 SUMO: yeast Mot1-301 growth rescue at high temperature, primary screen, SUMOylation pathway inhibitor project, S. cerevisiae, ATP luminescence, 38.5C | S. cerevisiae Mot1-301 growth rescue; percent above DMSO median, 100 means doubled | 320,000 tested, 1% active | growth rescue, % at 18.8 µM | AID 2716, 2010;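 active = every valid replicate shows activation above 250% relative to neutral control wells; inactive = the rest, any valid replicate at or below 250%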;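 note: OY570 slx delta 5 strain wells were the positive control but not used for scaling; some compounds called inactive have numbers as strong as hits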
PKA-R1A activ: activators of PKA-R1A holoenzyme, primary screen, biochemical, fluorescence polarization, Cy5-IP20, bovine R1A, mouse PKAc; cAMP-dependent protein kinase type I-alpha regulatory subunit (Bos taurus) + …; PKA-R1A dissociation; scaled: DMSO 0%, 113 µM cGMP 100%; activation, % at 11.4 µM; 340,000 tested, 0.083% active; AID 504707, 2011;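 active = percent activation above the mean of all tested compounds plus 3 SD, cut at about 19% in these data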;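 note: higher means more PKAc released from R1A so a rise in polarization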
PKA-R2B activ: activators of PKA-R2B holoenzyme, primary screen, biochemical, fluorescence polarization, Cy5-IP20, human; 340,000 tested, 0.079% active; activation, % at 11.4 µM; PKA-R2B holoenzyme dissociation; R2B truncated from residue 108, S112A mutant; 0% DMSO only, 100% 113 µM cGMP; cAMP-dependent protein kinase catalytic subunit beta (Homo sapiens) + cAMP-dependent …;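 active = activation above a cutoff set at the mean over all compounds plus 3 SD, cut at about 18% in these data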;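 note: higher means more holoenzyme dissociation and a rise in polarization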
Target sequence (P31323 whole entry, looked up, other chains not shown, the tested form may be a part): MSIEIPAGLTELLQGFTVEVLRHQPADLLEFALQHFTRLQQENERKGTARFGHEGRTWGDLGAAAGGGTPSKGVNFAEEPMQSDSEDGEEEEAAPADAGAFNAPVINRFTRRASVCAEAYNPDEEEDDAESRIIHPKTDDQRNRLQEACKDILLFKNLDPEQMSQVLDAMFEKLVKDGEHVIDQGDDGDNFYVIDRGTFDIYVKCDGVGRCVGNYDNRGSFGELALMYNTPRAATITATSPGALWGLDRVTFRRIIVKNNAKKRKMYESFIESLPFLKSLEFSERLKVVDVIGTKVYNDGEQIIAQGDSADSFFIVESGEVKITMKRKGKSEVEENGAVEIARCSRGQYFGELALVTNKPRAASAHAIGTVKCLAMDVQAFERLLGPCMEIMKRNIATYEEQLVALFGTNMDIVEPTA
Arrestin-AP2 inh: inhibitors of beta-arrestin/AP2 binding, primary screen, biochemical, GPCR trafficking, flow cytometry. beta-arrestin 1 C-terminal peptide binding to AP2 beta2-adaptin appendage (human). FITC-arrestin peptide / GST-AP2 beads; AP2 beta2 appendage carries R879A mutation. inhibition, % at 10 µM. 340,000 tested, 0.31% active. AID 504490, 2011;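 active = inhibition above a set limit, near 3 SD of compounds lacking own fluorescence, cut at about 54% in these data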;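 note: plate controls were DMSO wells for no effect and 5 µM unlabelled arrestin peptide for full effect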
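Assay system: GST-AP2 R879A bound to glutathione beads, E. coli-expressed; Medium: PBS with 0.05% Tween 20 and 0.1% BSA; Also added: fluorescein-tagged arrestin peptide at 50 nM final; Timing: 12 min plus 1 h, RT; Measured by: flow cytometry, FL1 (488/535 nm); Evaluation: percent drop in bead-associated FITC signal.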
DSG3 Ab inh: inhibitors of pemphigus antibody binding to DSG3, primary screen, biochemical, bead-based, flow cytometry, scFv-GFP. DSG3-coupled beads, scFv-anti-DSG3-GFP binding; active compounds read low. Desmoglein-3 (Homo sapiens), P32926. 310,000 tested, 0.48% active. binding (percent of control), % at 10 µM;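 active = binding more than 3 SD below its plate's average and above zero; inconclusive = below that plate limit but binding exactly zero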;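 note: hits lower antibody fragment binding to DSG3; some compounds called inactive have numbers as strong as hits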
NSD2 HMT inh: NSD2 histone methyltransferase inhibitors, primary screen, biochemical, AlphaScreen, single concentration, set 2; Histone-lysine N-methyltransferase NSD2 (Homo sapiens), O96028; NSD2 peptide methylation, 120 min; inhibition, % at 12.5 µM; 310,000 tested, 0.54% active; AID 743445, 2014; in the data active = inhibition above about 50%
CDK5 p35 inh: inhibitors of human CDK5/p35 kinase, primary screen, biochemical, single concentration. Cyclin-dependent kinase 5 (Homo sapiens) + Cyclin-dependent kinase 5 activator 1 (Homo …. Recombinant CDK5/p35, ADP-Glo luminescence, 60 min. inhibition, % at 10 µM. 330,000 tested, 0.01% active;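 active = highest replicate inhibition of at least 50% and at least 75% of replicates reaching 50%; inconclusive = only one of the two criteria met; inactive = both criteria failed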;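 note: plate controls were DMSO neutral control for no effect and GW8510 at 10 µM for full effect; many of its hits are not listed in these tables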
Target sequence (Q00535 whole entry, looked up): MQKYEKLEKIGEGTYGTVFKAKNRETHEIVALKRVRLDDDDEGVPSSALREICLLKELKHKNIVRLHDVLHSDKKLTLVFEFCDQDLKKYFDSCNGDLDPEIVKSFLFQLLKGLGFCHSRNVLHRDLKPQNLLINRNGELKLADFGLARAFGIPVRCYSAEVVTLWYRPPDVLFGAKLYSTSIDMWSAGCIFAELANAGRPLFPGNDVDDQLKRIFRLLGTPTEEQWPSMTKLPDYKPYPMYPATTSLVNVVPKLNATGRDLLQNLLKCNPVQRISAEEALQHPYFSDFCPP
Target sequence (Q15078 whole entry, looked up): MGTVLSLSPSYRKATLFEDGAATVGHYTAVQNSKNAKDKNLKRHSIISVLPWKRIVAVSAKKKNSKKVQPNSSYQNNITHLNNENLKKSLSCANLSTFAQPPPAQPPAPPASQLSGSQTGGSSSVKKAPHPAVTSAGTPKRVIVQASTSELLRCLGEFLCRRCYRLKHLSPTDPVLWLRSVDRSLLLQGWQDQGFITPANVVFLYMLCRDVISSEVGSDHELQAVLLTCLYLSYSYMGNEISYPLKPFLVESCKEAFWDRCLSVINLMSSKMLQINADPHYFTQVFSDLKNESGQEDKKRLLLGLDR
MITF TRPM1 HTS: activators of MITF-driven TRPM1 promoter reporter, primary screen, cell-based, SK-MEL-5, luciferase, single point; SK-MEL-5 TRPM1-promoter luciferase, 24 h; % of positive control, neutral wells = 0; activation, % at 12.5 µM; 300,000 tested, 0.75% active;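 active = mean activation of at least 80% with every replicate also reaching 80%; inconclusive = mean reaches 80% but some replicate falls short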;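 note: 0% = neutral control wells and 100% = parthenolide positive control wells; values of inactives mirror those of a sister screen read the other way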
SR-BI DiI inh: inhibitors of SR-BI mediated HDL lipid uptake, primary screen, ldlA[mSR-BI] cells, fluorescence, single point; Scavenger receptor class B member 1 (Mus musculus), Q61009; 320,000 tested, 0.96% active; ldlA[mSR-BI] CHO cells, DiI-HDL uptake fluorescence, 3 h; inhibition, % at 12.5 µM; AID 488896, 2010;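 active = mean replicate inhibition of at least 70% and a set share of replicates each scoring 70 or more; inconclusive = meets just one of the two criteria; inactive = fails both criteria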;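 note: 0% = median of neutral control wells and 100% = median of positive control wells; values of inactives mirror those of a sister screen read the other way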
* marks the source's active call; other numbers are inactive results; ? = inconclusive; . = not tested or not shown.

canonical_smiles | dFosB activator | SR-BI DiI-HDL act | Mot1-301 SUMO | PKA-R1A activ | PKA-R2B activ | Arrestin-AP2 inh | DSG3 Ab inh | NSD2 HMT inh | CDK5 p35 inh | MITF TRPM1 HTS | SR-BI DiI inh
Cc1cccc(C)c1NC(=O)COC(=O)c1cc(-c2cccnc2)nc2ccccc12 | -19 | -36 | -15 | -4 | 7 | 6 | 100 | 0 | -1.4 | 8 | 36
O=C(NC(=S)NNC(=O)c1ccccc1[N+](=O)[O-])c1ccc(Br)cc1 | -2 | 5 | 1 | -9 | -2 | -2 | 117 | 2 | 4.5 | -2 | -5
C/C(=N\NC(=O)c1cc(-c2ccc(O)cc2)nc2ccccc12)c1cccnc1 | -6 | -15 | -20 | -6 | -6 | 9 | 110 | 2 | -0.1 | 23 | 15
Cc1cc(OCCOCCNCc2ccccc2)ccc1C(C)C | 6 | 3 | 36 | -3 | -6 | 7 | 133 | 10 | 0.0 | . | -3
O=C(COC(=O)COc1ccc(Br)cc1)NC1CCCC1 | 1 | 8 | 0 | 3 | -2 | 4 | 123 | 1 | 0.2 | 2 | -8
CC1N=C(N)C(c2nc3ccccc3n2C)=C1O (stereo not drawn) | 2 | 24 | 7 | -6 | 1 | -5 | 99 | -1 | 1.3 | -13 | -24
Cc1ccc(S(=O)(=O)NN=C2C3CC4CC(C3)CC2C4)cc1[N+](=O)[O-] | 2 | 9 | -5 | 2 | -5 | 20 | 125 | -1 | -1.8 | 10 | -9
O=C(N/N=C/c1sc(N2CCOCC2)nc1-c1ccccc1)c1cccc(S(=O)(=O)N2CCCC2)c1 | -12 | -97 | -7 | -10 | -9 | 33 | 118 | -4 | 0.5 | -52 | 97*
Cc1ccc(CNC(=O)CSc2ncc(C(=O)Nc3ccccc3)c(=O)n2C)cc1 | 1 | -10 | 0 | -4 | 9 | -21 | 97 | -1 | -1.4 | -36 | 10
COc1ccccc1CNC(=O)CN1C(=O)NC2(CCOc3ccccc32)C1=O (stereo not drawn) | -1 | 7 | 15 | -10 | -1 | -13 | . | 1 | 0.1 | -1 | -7
Cc1cccc(N2CCN(C(=O)CCNS(=O)(=O)c3ccc4c(c3)oc(=O)n4C)CC2)c1C | -3 | -12 | 5 | -8 | 7 | 0 | 100 | -5 | 1.3 | -5 | 12
Cc1ccc(C)c(OCCC(=O)N2CCN(S(=O)(=O)c3cc(F)ccc3F)CC2)c1 | -11 | -11 | . | -9 | 8 | 35 | 112 | -5 | 0.0 | 13 | 11
COc1ccc(CCNC(=O)CCCCC(=O)NCCc2ccc(OC)c(OC)c2)cc1OC | 5 | -30 | -11 | 5 | -3 | -1 | 109 | -2 | 0.6 | 9 | 30
CC(C)CCN1CCC(n2nccc2NC(=O)c2ccc3c(c2)OCO3)CC1 | -15 | 0 | -2 | -11 | -4 | -14 | . | 5 | -0.3 | -17 | 0
COc1ccc(OC)c(NC(=O)C2C(C(=O)O)C3(Cl)C(Cl)=C(Cl)C2(Cl)C3(Cl)Cl)c1 (stereo not drawn) | -6 | 0 | -1 | 0 | -9 | 6 | 96 | 4 | -1.1 | 2 | 0
CCc1ccc(NC(=O)COC(=O)CC2CCCC2)cc1 | 4 | 7 | -3 | -7 | 0 | -4 | . | -6 | 0.8 | -2 | -7
CCN(CC)CCNC(=O)c1ccc(NC(=O)C2CCN(c3ncnc4sc(C)c(C)c34)CC2)cc1 | ? | -10 | -9 | -13 | -17 | -7 | 119 | 21 | -0.4 | 30 | 10
Cc1cc(C)n(CC2CC(=O)N(c3ccc(Cl)c(Cl)c3)C2=O)n1 (stereo not drawn) | -6 | -9 | -13 | -1 | -5 | -3 | 102 | 2 | -0.9 | -13 | 9
Cc1ccc(NC(=O)C2CSC3(C)CCC(=O)N23)cc1S(=O)(=O)N1CCOCC1 (stereo not drawn) | 2 | -13 | 4 | 6 | 3 | 24 | 94 | 4 | -0.4 | 13 | 13
Cc1ccccc1NC(=O)/C(=C/c1ccccc1)c1ccccc1 | -1 | -37 | 12 | -18 | 3 | 3 | 101 | -2 | 3.3 | -2 | 37
CCc1nnc(NC(=O)CSc2nnc(-c3ccc(S(=O)(=O)N4CCCC4)cc3)n2CC)s1 | -8 | 8 | 1 | -8 | 5 | 3 | 98 | 12 | -0.9 | . | -8
O=S(=O)(c1ccc(NC(=S)NCc2ccco2)cc1)N1CCCC1 | -1 | 27 | -7 | 5 | 6 | 7 | . | 1 | -1.4 | -6 | -27
Cc1csc(=O)n1CCC(=O)OCC(=O)NNC(=O)c1ccccc1 | -5 | 25 | 14 | 4 | -2 | 15 | 102 | -3 | 1.5 | 12 | -25
COC(=O)Nc1ccc(S(=O)(=O)NCCO)cc1 | 8 | 35 | 1 | -12 | 6 | 23 | 82 | 0 | -1.8 | 3 | -35
CCCN1C(=O)/C(=N\OCC(=O)NCC(F)(F)F)c2ccccc21 | -4 | -3 | -5 | -4 | -3 | 6 | . | 0 | 0.0 | 13 | 3
CCOc1ccc(/C(O)=C2/C(=O)C(=O)N(c3ncccn3)C2c2ccccc2)cc1 (stereo not drawn) | 4 | 9 | 0 | 6 | -2 | 22 | 102 | -3 | -1.3 | 10 | -9
Cc1ccc(N2CC(C(=O)Nc3nccs3)CC2=O)cc1 (stereo not drawn) | -2 | 8 | -12 | 7 | 3 | 28 | 96 | 2 | -0.2 | -10 | -8
Cc1cc(C)nc(-n2nc(C)cc2NC(=O)CN2CCc3ccccc3C2)n1 | -8 | 28 | -9 | -5 | -6 | 2 | 98 | 2 | -0.7 | -4 | -28
COc1ccc(CCNC(=O)C2CCCN(S(=O)(=O)c3ccccc3)C2)cc1 (stereo not drawn) | -5 | . | -1 | -15 | 2 | 13 | 104 | -2 | -1.9 | 6 | -15
CCOC(=O)c1ccc2c(c1)nc(SC/C(O)=C(\C#N)c1nc3ccccc3[nH]1)n2CC | -3 | 10 | -19 | -6 | -9 | 2 | 101 | -3 | -0.9 | -20 | -10
Cc1ccc(C)n1-c1nn(S(=O)(=O)c2cccc3cccnc23)c2cccc(F)c12 | -3 | -4 | 39 | -9 | 6 | -8 | 103 | -5 | 0.6 | . | 4
Cc1onc(-c2ccccc2)c1C(=O)Nc1cccnc1 | 0 | 23 | . | 5 | -12 | 31 | 100 | -1 | -1.2 | 1 | -23
Cc1cc2nc(-c3ccc(SCC(=O)Nc4ccc5c(c4)OCCO5)nc3)[nH]c2cc1C | 32* | -23 | 0 | -5 | 1 | -3 | 94 | -2 | 0.1 | 64 | 23
Cc1c(NC(=O)C(C)N2C(=O)c3ccccc3C2=O)c(=O)n(-c2ccccc2)n1C (stereo not drawn) | 5 | 17 | 2 | 12 | -6 | -42 | 100 | 5 | -1.7 | 0 | -17
COc1ccc2c(C#CCCO)c(-c3ccc(S(C)(=O)=O)cc3)sc2c1 | 2 | -83 | -1 | 3 | -2 | 1 | 97 | . | 0.5 | 5 | 83*
COc1ccc(C(=O)N/N=C\c2coc3ccc(C)cc3c2=O)cc1 | -11 | 4 | -5 | 2 | -5 | 9 | . | -1 | 0.5 | 0 | -4
COC(=O)c1[nH]c2cc(OC)ccc2c1NC(=O)CN1CCC(C(N)=O)CC1 | 0 | 3 | -13 | -4 | -13 | -9 | . | 1 | -2.3 | -16 | -3
CC(=O)c1sc(C(C)(C)C)cc1NC(=O)CCC(=O)O | 1 | 3 | 2 | -4 | -4 | 2 | 112 | -3 | 0.4 | . | -3
CCOc1ccc(NC(=O)CN(C)C(=O)c2c(C)noc2C)cc1OCC | -3 | 21 | -12 | -1 | -10 | 0 | 104 | -1 | -1.1 | 4 | -21
Cc1cc(C)nc(NC(=S)Nc2ccc(Br)cc2Cl)c1 | ? | -8 | 2 | -6 | 6 | -19 | 105 | -5 | -0.3 | -11 | 8
N#CCCn1cc(C(=O)Nc2ccc(C(=O)O)cc2)c(-c2cccs2)n1 | -5 | 40 | -6 | -9 | -4 | 10 | 99 | 0 | 1.0 | -8 | -40
Cc1ccc(CN2CCN(Cc3ccon3)CC2CCO)cc1 (stereo not drawn) | 3 | 11 | 2 | . | . | -16 | 106 | -3 | -1.2 | 5 | -11
COC(=O)C(Cc1ccc(O)cc1)NC(=O)CCC(=O)Nc1ccc(S(N)(=O)=O)cc1 (stereo not drawn) | 0 | 30 | 0 | 8 | -7 | 26 | 86 | . | -0.2 | 1 | -30
CC(=O)N1c2ccc(S(=O)(=O)N3CCCC3C(=O)Nc3ccc(C)cc3)cc2CC1C (stereo not drawn) | -4 | -13 | 0 | 11 | -4 | 17 | 112 | . | -0.3 | 8 | 13
CCn1c(NC(=O)Nc2cccc(C)c2C)cc2sccc21 | -7 | -45 | -11 | -7 | -4 | -6 | 105 | . | -3.2 | . | 45
CC(=O)Nc1ccc(NC(=O)CCn2cnnn2)cc1 | -6 | 7 | 3 | 9 | 0 | -3 | 104 | 0 | 0.7 | 2 | -7
O=C(O)c1cc(=O)c2c(Cl)cc(Cl)cc2[nH]1 | -5 | 8 | -3 | 5 | -3 | 0 | 99 | . | 0.4 | 9 | -8
